Screening data deposited in PubChem by several laboratories.
Mcl1-Bid inh: Mcl-1/Bid interaction inhibition | TR-FRET Mcl-1/Bid-Dy647 peptide binding, 1536-well | inhibition, % at 21.7 µM | 220,000 tested, 0.97% active | AID 1021;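 active = compounds that cut the binding signal by more than half at the single screening dose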;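 note: His-tagged Mcl-1 with europium anti-His antibody binding Bid BH3 peptide; 0% = Mcl-1 plus peptide wells and 100% = peptide-only wells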
Target sequence (Q07820 whole entry, looked up): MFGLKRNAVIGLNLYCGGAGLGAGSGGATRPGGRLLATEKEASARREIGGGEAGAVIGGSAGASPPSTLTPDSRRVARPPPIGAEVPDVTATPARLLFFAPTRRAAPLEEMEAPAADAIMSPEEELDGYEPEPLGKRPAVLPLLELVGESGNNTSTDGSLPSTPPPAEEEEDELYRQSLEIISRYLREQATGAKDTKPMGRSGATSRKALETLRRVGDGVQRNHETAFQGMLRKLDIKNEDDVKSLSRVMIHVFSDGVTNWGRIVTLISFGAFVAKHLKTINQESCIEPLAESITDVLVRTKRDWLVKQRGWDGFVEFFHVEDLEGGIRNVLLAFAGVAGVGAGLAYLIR
HRas wt GTP: changes GTP binding to wildtype human HRas | P01112 | GST-Ras wt beads, Bodipy-FL-GTP binding, flow cytometry; actives lie on both sides | GTP binding activity, % at 10 µM | 190,000 tested, 0.14% active;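 active = GTP binding activity at least 20% away from the 100% baseline, either lowered as inhibitor or raised as activator; inconclusive = flagged as likely green fluorescent, judged across all proteins in the well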;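 note: 0% = unlabeled GTP competition control and 100% = no-compound control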
Target sequence (P01112 whole entry, looked up): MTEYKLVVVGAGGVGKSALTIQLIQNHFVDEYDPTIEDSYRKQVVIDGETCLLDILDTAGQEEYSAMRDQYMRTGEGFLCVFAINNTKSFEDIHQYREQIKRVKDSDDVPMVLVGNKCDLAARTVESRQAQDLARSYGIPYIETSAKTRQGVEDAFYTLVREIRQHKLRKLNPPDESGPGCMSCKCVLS
Bim-Mcl-1: disrupts Bim peptide binding to human Mcl-1. Q07820. Bead-based flow cytometry, Bim peptide-Mcl-1 binding. inhibition, % at 10 µM. 190,000 tested, 0.1% active; in the data active = inhibition above about 40%;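 note: 0% = no compound tracer wells and 100% = peptide blocker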
Pf gamet viab: inhibitors of late stage P. falciparum gametocyte viability; inhibition, % at 10.9 µM; 150,000 tested, 0.065% active; P. falciparum stage V gametocytes, ATP luminescence, 24 h;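 active = inhibition above the mean plus 3 SD of compounds within the control limits, set per campaign, cut at about 38% in these data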;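 note: 0% = DMSO wells and 100% = medium only without gametocytes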
Mcl1 Noxa PPI: disrupts binding of human Mcl-1 to Noxa peptide; inhibition, % at 21.7 µM; Q07820; AID 1022; TR-FRET Mcl-1/Noxa peptide binding, 2 h; 220,000 tested, 1.5% active;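 active = compounds that cut the protein-peptide binding signal by more than 50% relative to plate controls in a single-dose test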;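 note: His-tagged Mcl-1 with rhodamine Noxa BH3 peptide and terbium anti-His antibody; 0% = Mcl-1 plus Noxa peptide wells and 100% = peptide-only wells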
Rab7 wt GTP bind: alters GTP binding to wildtype dog Rab7; GST-Rab7 beads, fluorescent GTP binding, flow cytometry; actives lie on both sides; untreated = 100%, excess cold GTP = 0%; GTP binding activity (percent of control), % at 10 µM; 190,000 tested, 0.055% active; AID 758;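 active = fluorescent GTP binding to Rab7 beads changed by at least 20 points from the 100% baseline, either direction, mostly lower; inconclusive = compound itself probably fluorescent, or too few beads counted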;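 note: median green fluorescence of bound Bodipy-FL-GTP per Rab7 bead population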
Rac1 wt GTP bind: modulators of human Rac1 wildtype GTP binding | P63000 | GST-Rac1 beads, fluorescent GTP binding, flow cytometry; actives lie on both sides; 0 = cold GTP competed, 100 = untreated | GTP binding activity (% of control), % at 10 µM | 190,000 tested, 0.27% active | AID 757;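 active = GTP binding activity at least 20 points away from the 100% control level, either lower or higher; inconclusive = compound flagged as likely green fluorescent, judged across all proteins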
Rab2A wt mod: changes GTP binding to wildtype dog Rab2A, up or down. 190,000 tested, 0.19% active. GST-Rab2 wt beads, Bodipy-GTP binding, flow cytometry. AID 760. GTP binding activity, % at 10 µM;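 active = GTP binding activity at least 20 points away from 100%, either lowered or raised; inconclusive = signal likely due to the compound's own green fluorescence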;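 note: 0% = beads with excess unlabeled GTP and 100% = no-compound control corrected for plate trend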
RGS8-Gao reg: regulators of human RGS8-Galphao interaction. response (percent of control binding), % at 10 µM. 220,000 tested, 0.34% active. multiplexed bead flow cytometry, RGS8-Galphao binding; actives lie on both sides. P09471; in the data active = response below about 60% or above about 140%; inactive = in between;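 note: Galphao activated as the GDP aluminium fluoride complex binding bead-coupled RGS8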
Rac1 act GTP bind: alters GTP binding to activated mutant human Rac1; P63000; GST-Rac1 activated beads, fluorescent GTP binding, flow cytometry; actives lie on both sides; 100% means binding = to untreated wells; percent activity (GTP binding), % at 10 µM; 190,000 tested, 0.11% active; AID 764;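 active = GTP binding at least 20 percentage points away from the 100% baseline, in either direction, so actives lie on both sides; inconclusive = Compound likely fluorescent itself, or too few beads counted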
Cdc42 wt: changes GTP binding to wildtype human Cdc42 | GST-Cdc42 beads, Bodipy-GTP binding, flow cytometry; actives lie on both sides | percent activity (GTP binding), % at 10 µM | 190,000 tested, 0.2% active | AID 761;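 active = percent activity GTP binding at least 20 points away from the 100% baseline, either down as inhibitor or up as activator; inconclusive = compound flagged as likely green fluorescent from well-wide comparison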;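 note: median bead fluorescence of bound Bodipy-FL-GTP at 100 nM; 0% = excess unlabeled GTP control and 100% = no compound control; below 100% means less GTP binding so inhibitor and above means activator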
Target sequence (P60953 whole entry, looked up): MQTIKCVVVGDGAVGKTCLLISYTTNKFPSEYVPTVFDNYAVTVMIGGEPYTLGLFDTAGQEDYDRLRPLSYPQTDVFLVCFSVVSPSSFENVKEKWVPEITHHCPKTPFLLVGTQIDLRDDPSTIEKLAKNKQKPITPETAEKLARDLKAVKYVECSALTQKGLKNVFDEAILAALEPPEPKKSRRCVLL
* marks the source's active call; other numbers are inactive results; u = inconclusive; x = not tested or not shown; [ ] = another dose, or the depositor's remark.

SMILES	Mcl1-Bid inh	HRas wt GTP	Bim-Mcl-1	Pf gamet viab	Mcl1 Noxa PPI	Rab7 wt GTP bind	Rac1 wt GTP bind	Rab2A wt mod	RGS8-Gao reg	Rac1 act GTP bind	Cdc42 wt
Cc1oc(-c2cc(F)ccc2F)nc1CN1CCN(c2ncnc3ccccc23)CC1	-2	96	0	9	2	96	99	96	100	96	99
O=C(NCc1ccncc1)Nc1ccccc1Cl	-9	100	-2	-14	-9	96	107	100	100	99	102
Cc1cccc(C(C(N)=O)c2ncc(C(F)(F)F)cc2Cl)c1 (stereo unspecified)	-50	96	1	-8	5	101	100	99	100	97	96
COc1ccccc1-c1c(C(F)(F)F)oc2cc(OS(C)(=O)=O)ccc2c1=O	3	98	-2	-26	15	99	104	98	97	97	97
CC1=C(C(=O)N2CCOCC2)C(c2ccccc2F)C2=C(CCCC2=O)N1 (stereo unspecified)	-11	99	-2	x	2	98	100	101	102	98	102
COCCN(Cc1cc2cc3c(cc2n2nnnc12)OCO3)C(=O)c1ccccc1F	2	101	-4	-3	-25	104	100	104	101	100	102
COc1cccc(OCCNc2cc(Cl)ccc2[N+](=O)[O-])c1	-7	98	3	x	-5	97	98	96	106	98	98
O=C(Cn1cncn1)NCc1cccc2ccccc12	-40	100	-2	-10	-3	98	99	100	103	95	100
C=CCn1c(SCc2csc(C)n2)nc2sc3c(c2c1=O)CCC(C)C3 (stereo unspecified)	-5	94	-3	-20	19	95	95	95	104	92	96
COc1ccc(NC(=S)N(C)CC2COc3ccccc3O2)cc1 (stereo unspecified)	-66	98	0	2	1	103	101	98	101	97	99
N#Cc1cc2[nH]c3ccccc3c2[n+](-c2ccc([N+](=O)[O-])cc2)c1N	-8	95	-6	x	17	98	101	97	102	97	100
CCOc1cc(S(=O)(=O)N2CC=C(c3ccc(F)cc3)CC2)c(OCC)cc1-n1cnnn1	-6	99	0	x	1	96	100	95	98	99	101
CC(C)OC(=O)CN1C(=O)C(=O)c2ccccc21	-12	100	3	8	-1	102	102	98	100	99	97
CCn1cc(CCC(=O)O)c(C)n1	-9	98	-3	-3	-1	97	100	100	146*[activator]	100	97
CCc1cccc(OCCCN2C(=O)NC(C)(C)C2=O)c1	-23	101	-9	6	5	99	104	103	101	102	102
Cc1cc(C(=O)N/N=C/C=C/c2ccccc2)c(C)o1	-15	99	-3	13	13	101	100	98	101	96	97
Cc1cc(N2CCN(C)CC2)nc2ccc(NC(=S)N3CCCCC3)cc12	-93	98	-1	-1	24	98	101	96	99	98	99
COc1ccc(C(=O)CC(Nc2ccc([N+](=O)[O-])cc2)c2ccc(Cl)cc2)cc1 (stereo unspecified)	5	96	0	x	21	96	96	96	95	95	94
O=C(NC1=NCCS1)c1ccncc1	-33	100	-3	9	10	103	101	103	98	97	101
CCc1ccc(NC(=O)C(=O)N/N=C(\C)CC(=O)NCc2ccc(Cl)cc2)cc1	0	100	-7	12	4	103	103	97	102	98	98
CC(C)(C)NC(=O)COC(=O)CNC(=O)c1cc(Cl)cc([N+](=O)[O-])c1	-34	99	-2	x	23	100	103	99	94	99	100
O=C(NC(=S)N1CCN(c2ccc([N+](=O)[O-])cc2)CC1)c1ccccc1	-14	95	0	x	17	101	98	99	97	95	97
Cc1nn(CC(=O)NCc2cccc3ccccc23)c(=O)c2ccccc12	18	97	-2	x	-30	96	95	94	100	92	96
Cn1c(=O)c2c(nc(N3CCCCCC3)n2CC(=O)c2ccc(Br)cc2)n(C)c1=O	-19	u	2	5	-8	u	u	u	103	u	u
O=C(CSc1ccc(-c2ccc3c(c2)OCO3)nn1)Nc1nccs1	-16	102	0	-1	-7	108	101	101	100	100	96
COc1ccccc1OCC(=O)N/N=C1/C=C(C)CC1	-15	95	-3	x	10	99	93	97	102	94	92
CCN(c1ccccc1)S(=O)(=O)c1cc(C(=O)Nc2ccccc2Cl)ccc1F	3	101	-6	-9	-8	101	103	99	106	99	101
O=C1NCCCC1C(=O)NCCNC(=O)C(F)(F)F (stereo unspecified)	-23	104	0	-9	-28	103	106	103	94	105	103
O=C(c1cccs1)n1nc(-c2ccc(Cl)cc2)nc1NCc1ccco1	1	99	0	19	-1	99	100	100	101	99	101
O=C(CN1CCCCCC1)Nc1ccccc1	33	95	-8	x	4	94	97	96	100	95	98
NNC1=N[C@H]2CS(=O)(=O)C[C@H]2S1	-30	98	0	8	-2	105	104	98	116	99	100
CCCOc1ccc(C(=O)NC(=S)Nc2nc3ccccc3s2)cc1	-35	107	0	x	9	107	107	108	98	104	108
O=C(CCC(=O)c1ccc(Br)cc1)Nc1cccnc1	-30	100	0	-18	-2	103	100	100	108	99	98
CCCN(CCC)CCNC(=S)Nc1ccc2nc3n(c(=O)c2c1)CCCCC3	-46	101	-3	-13	18	105	102	101	102	99	103
COc1ccccc1/C=C1\NC(=S)N(CC2CCCO2)C1=O (stereo unspecified)	-29	100	1	x	13	98	101	98	101	100	101
CC(C)C(=O)NCCc1nc2ccccc2n1CCOc1ccccc1	-8	100	-4	-13	-14	100	106	102	110	99	106
CC(C)C(NC(=O)OCc1ccccc1)C(=O)O (stereo unspecified)	5	103	-3	x	-4	101	100	102	95	100	103
COc1ccc(NC(=O)C2CCCN(S(=O)(=O)c3ccc(C)cc3)C2)cc1OC (stereo unspecified)	1	101	-1	x	10	98	104	97	98	97	101
Cc1ccc(S(=O)(=O)/N=C(\c2ccccc2)N(C)S(=O)(=O)c2ccccc2)cc1	6	102	-5	x	15	95	101	102	103	102	100
O=C(O)c1ccc(CS(=O)c2cccc(C(F)(F)F)c2)o1 (stereo unspecified)	-2	99	0	-2	4	97	103	97	101	99	99
COc1cc(NC(=O)CN2C(=O)c3ccccc3C2=O)c(C(=O)O)cc1OC	0	97	-3	x	9	99	102	95	101	94	99
CC1CCN(S(=O)(=O)c2ccc(C(=O)N3CCN(c4ccccc4F)CC3)cc2)CC1	-11	97	-2	-37	-7	101	98	95	101	95	93
CCOC(=O)c1c(C)[nH]c(C)c1C(=O)COC(=O)c1c(OC)cccc1OC	5	99	-2	11	14	100	101	100	103	100	97
CCN(CC)S(=O)(=O)c1ccc(C)c(NC(=O)c2cc(C)oc2C)c1	-14	93	-3	13	-2	95	96	94	106	92	92
Cc1cc(Cl)ccc1OCCCC(=O)NCCCn1ccnc1	-8	105	-3	7	-5	110	106	103	87	101	100
Cc1ccc(C)c(OCc2nnc(SCC(=O)NC(=O)NCc3ccco3)o2)c1	-53	97	-2	-5	9	97	97	97	94	94	96
Cc1c(NC(=O)c2cc(CC(C)C)on2)c(=O)n(-c2ccccc2)n1C	-21	102	-5	x	7	100	109	103	98	103	104
N#Cc1ccccc1CSc1nc2ccsc2c(=O)n1Cc1ccccn1	-1	96	-5	10	23	95	101	96	90	97	97
Cc1ccc(N(C)C(=O)N2CCN(c3ccccn3)CC2)cc1	-20	100	1	x	15	101	105	102	103	100	102
Oc1c(Br)cc(Cl)cc1C=Nc1ccc(N2CCOCC2)cc1	-60	90	31	x	22	94	87	88	96	91	89
c1ccc(N=P(c2nc3ccccc3o2)(N2CCOCC2)N2CCOCC2)cc1	-40	105	-1	x	20	102	105	104	90	103	106
COc1ccc(N2C(=O)C3CCCN3C2c2cc(OC)c(OC)c(OC)c2)cc1 (stereo unspecified)	-25	101	-1	x	-28	103	104	100	102	99	107
Cc1ccc(Oc2ccc(/C=N/O)cn2)cc1	-8	98	0	16	22	96	96	96	103	99	102
O=C(Nc1ccc(S(=O)(=O)NCC2CCCO2)cc1)c1cnccn1 (stereo unspecified)	-15	96	-3	-1	11	96	99	97	97	96	97
Cn1c(=O)n(CCOc2ccc(Cl)cc2Cl)c2ccccc21	5	103	-1	-1	2	103	106	104	103	100	103
COCCSc1ccccc1C(=O)Nc1cc([N+](=O)[O-])ccc1OC	4	99	0	9	5	102	103	99	97	95	99

Following part
SMILES	Mcl1-Bid inh	HRas wt GTP	Bim-Mcl-1	Pf gamet viab	Mcl1 Noxa PPI	Rab7 wt GTP bind	Rac1 wt GTP bind	Rab2A wt mod	RGS8-Gao reg	Rac1 act GTP bind	Cdc42 wt
COc1cccc(NC(=O)CCN2C(=O)c3ccc([N+](=O)[O-])cc3C2=O)c1	-19	93	4	-12	-6	92	92	97	104	92	98
O=C(COC(=O)c1cccc([N+](=O)[O-])c1)c1ccc(OCc2ccccc2)cc1	-7	99	-7	-16	-1	98	102	99	102	100	102
O=C(CN1C(=O)CC(c2ccccc2)S(=O)(=O)c2ccccc21)N1CCCCC1 (stereo unspecified)	-20	95	0	x	-8	92	95	93	98	92	92
CCOC(=O)Nc1ccc(C(N)=O)cc1	-1	99	-3	x	17	99	99	98	102	97	99
COc1cccc(/C(O)=C/c2nc3ccc(C(=O)NCCc4ccc(Cl)cc4)cc3[nH]c2=O)c1	-22	u	-11	-21	-2	u	u	u	101	u	u
CC(NC(=O)C(NC(=O)C(Cc1c[nH]c2ccccc12)NC(=O)OC(C)(C)C)C(C)C)C(N)=O (stereo unspecified)	-22	97	6	16	11	97	95	97	102	95	96
COc1cccc(CNC(=O)c2cccc(Br)c2)c1	-8	103	-4	x	1	102	105	101	101	102	100
O=C(Nc1nccs1)c1ccc(S(=O)(=O)N2CCOCC2)cc1	-15	96	0	16	5	105	99	97	99	98	95
O=C(O)c1ccccc1Nc1ccccc1C(=O)O	-10	104	2	x	5	106	103	103	100	99	103
OCCNc1nc(NCCC2=CCCCC2)nc(N2CCOCC2)n1	-33	106	-3	x	9	100	105	104	99	101	102
CC1=C(C(=O)OCC2CCCO2)C(c2ccncc2)C2=C(CC(C)(C)CC2=O)N1 (stereo unspecified)	-31	103	-1	-25	18	100	104	102	99	101	103
O=[N+]([O-])c1cc(S(=O)(=O)Nc2ccccc2)ccc1N1CCN(c2ccccc2)CC1	-13	98	6	6	7	98	100	98	86	98	100
CC(C)c1csc(CN2CCC(N3CCC(C(=O)N4CCOCC4)CC3)CC2)n1	-46	96	-1	3	9	97	101	98	102	98	98
